Screening results (PubChem BioAssay)
MITF TRPM1 HTS = activators of MITF-driven TRPM1 promoter activity in SK-MEL-5 cells. SK-MEL-5 TRPM1-promoter luciferase, 24 h; % of positive control, neutral wells = 0. activation, % at 12.5 µM. 0.75% of 300,000 active;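 active means mean activation of at least 80% with every replicate also reaching 80%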;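 further: 0% = neutral control wells and 100% = parthenolide positive control wells; values of inactives mirror those of a sister screen read the other way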
NSD2 inh = inhibitors of human histone methyltransferase NSD2. AID 743445. O96028. NSD2 peptide methylation, AlphaScreen, 120 min. inhibition, % at 12.5 µM. 0.54% of 310,000 active; in the data active means inhibition above about 50%
SUMO Mot1 rescue = blocks SUMOylation pathway, rescuing yeast Mot1-301 growth | growth rescue, % at 18.8 µM | 1% of 320,000 active | S. cerevisiae Mot1-301 growth rescue, ATP luminescence, 38.5C; percent above DMSO median, 100 means doubled;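 active means every valid replicate shows activation above 250% relative to neutral control wells; inactive means the rest, any valid replicate at or below 250%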;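 further: OY570 slx delta 5 strain wells were the positive control but not used for scaling; some compounds called inactive have numbers as strong as hits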
SR-BI DiI-HDL act = enhances SR-BI lipid uptake from DiI-HDL; CHO ldlA[mSR-BI] cells, DiI-HDL uptake fluorescence, 3 h; 100 = double the neutral-control signal; activation, % at 12.5 µM; 0.096% of 320,000 active; AID 504775;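 active means mean replicate activation of at least 60% and every replicate at or above 60%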;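 further: 0% = median plate neutral-control signal and 100% = twice that signal; values of inactives mirror those of a sister screen read the other way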
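system = CHO ldlA[mSR-BI] cells, LDL receptor-null, SR-BI overexpressing | medium = Ham's F12 with 0.5% BSA, HEPES 25 mM, pH 7.4 | probe or stimulus = DiI-HDL 10 µg/mL | compound dosing = single-point compound dose | incubation = compound exposure 3 h, 37 °C | technique = DiI fluorescence, bottom read | read-out = cell-associated DiI fluorescence as measure of HDL uptake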
PKA-R2B activ = PKA-R2B complex activation | PKA-R2B holoenzyme dissociation, Cy5-IP20 fluorescence polarization; R2B truncated from residue 108, S112A mutant; 0% DMSO only, 100% 113 µM cGMP | activation, % at 11.4 µM | 0.079% of 340,000 active | P22694+P31323 | AID 504700;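 active means activation above a cutoff set at the mean over all compounds plus 3 SD, cut at about 18% in these data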;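 further: higher means more holoenzyme dissociation and a rise in polarization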
SR-BI HDL uptake = blocks mouse SR-BI lipid uptake from DiI-HDL | inhibition, % at 12.5 µM | Q61009 | ldlA[mSR-BI] CHO cells, DiI-HDL uptake fluorescence, 3 h | 0.96% of 320,000 active;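 active means mean replicate inhibition of at least 70% and a set share of replicates each scoring 70 or more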;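 further: 0% = median of neutral control wells and 100% = median of positive control wells; values of inactives mirror those of a sister screen read the other way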
CDK5 p35 inh = blocks human CDK5/p35 kinase activity; Q00535+Q15078; Recombinant CDK5/p35, ADP-Glo luminescence, 60 min; inhibition, % at 10 µM; 0.01% of 330,000 active; AID 488839;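 active means highest replicate inhibition of at least 50% and at least 75% of replicates reaching 50%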;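 further: plate controls were DMSO neutral control for no effect and GW8510 at 10 µM for full effect; many of its hits are not listed in these tables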
Target sequence (Q00535 whole entry, looked up): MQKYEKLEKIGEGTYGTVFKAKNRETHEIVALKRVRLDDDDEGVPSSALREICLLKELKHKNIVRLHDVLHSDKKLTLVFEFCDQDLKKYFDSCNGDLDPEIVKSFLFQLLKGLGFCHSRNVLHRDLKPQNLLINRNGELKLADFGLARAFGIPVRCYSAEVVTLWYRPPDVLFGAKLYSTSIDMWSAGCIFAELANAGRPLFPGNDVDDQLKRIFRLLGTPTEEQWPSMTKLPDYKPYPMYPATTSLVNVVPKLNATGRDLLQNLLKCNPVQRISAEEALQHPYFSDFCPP
Target sequence (Q15078 whole entry, looked up): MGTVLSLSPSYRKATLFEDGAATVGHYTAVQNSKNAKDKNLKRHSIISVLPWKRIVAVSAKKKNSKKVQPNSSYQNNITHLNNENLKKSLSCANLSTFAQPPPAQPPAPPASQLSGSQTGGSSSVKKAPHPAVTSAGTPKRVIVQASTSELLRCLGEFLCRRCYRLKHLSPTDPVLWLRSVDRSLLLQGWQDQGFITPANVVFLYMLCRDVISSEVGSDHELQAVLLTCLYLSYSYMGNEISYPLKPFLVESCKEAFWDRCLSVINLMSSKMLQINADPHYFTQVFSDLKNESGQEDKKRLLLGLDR
PKA-R1A act = activators of PKA-R1A complex | PKA-R1A dissociation, Cy5-IP20 fluorescence polarization; scaled: DMSO 0%, 113 µM cGMP 100% | activation, % at 11.4 µM | 0.083% of 340,000 active | AID 504707;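 active means percent activation above the mean of all tested compounds plus 3 SD, cut at about 19% in these data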;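 further: higher means more PKAc released from R1A so a rise in polarization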
dFosB activator = mouse delta FosB homodimer activation; 0.99% of 340,000 active; P13346; AID 493131; purified delta FosB, TAMRA-CDK5 oligo fluorescence polarization; percent of positive-control signal above neutral wells; activation, % at 25 µM;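 active means mean activation above about 17%, with every replicate also reaching it, limit read from the data, passing the limit was not always enough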;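 further: fluorescence polarization rise as delta FosB binds a TAMRA Cdk5 AP-1 oligo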
Target sequence (P13346 whole entry, looked up): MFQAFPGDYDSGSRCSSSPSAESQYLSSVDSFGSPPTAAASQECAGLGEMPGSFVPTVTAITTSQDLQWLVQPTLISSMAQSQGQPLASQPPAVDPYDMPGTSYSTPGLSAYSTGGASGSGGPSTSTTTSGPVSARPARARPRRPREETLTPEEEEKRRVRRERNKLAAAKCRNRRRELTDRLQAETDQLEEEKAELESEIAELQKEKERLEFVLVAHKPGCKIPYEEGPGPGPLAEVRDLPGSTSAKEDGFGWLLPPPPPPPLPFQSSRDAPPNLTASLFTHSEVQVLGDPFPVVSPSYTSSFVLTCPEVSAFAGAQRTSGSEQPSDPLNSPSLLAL
Arrestin-AP2 inh = inhibitors of human beta-arrestin and AP2 interaction. FITC-arrestin peptide / GST-AP2 beads, flow cytometry; AP2 beta2 appendage carries R879A mutation. inhibition, % at 10 µM. 0.31% of 340,000 active. AID 504490;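 active means inhibition above a set limit, near 3 SD of compounds lacking own fluorescence, cut at about 54% in these data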;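 further: plate controls were DMSO wells for no effect and 5 µM unlabelled arrestin peptide for full effect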
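Material – AP2 appendage R879A on GSH beads · Buffer or medium – PBS with 0.05% Tween 20 and 0.1% BSA · Probe or stimulus – fluorescein-tagged arrestin peptide at 50 nM final · Incubation – compound with beads 12 min RT, then probe 1 h RT · Detection – high-throughput flow cytometry of beads, ex 488, em 535 nm · Evaluation – percent response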
Pemphigus Ab inh = blocks pemphigus antibody binding to human desmoglein-3. P32926. DSG3-coupled beads, scFv-anti-DSG3-GFP binding, flow cytometry; active compounds read low. binding (percent of control), % at 10 µM. 0.48% of 310,000 active. AID 588358;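 active means binding more than 3 SD below its plate's average and above zero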;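 further: hits lower antibody fragment binding to DSG3; some compounds called inactive have numbers as strong as hits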
Active calls of the source: *; nt = not tested or not shown. Rows were taken by chance; any-hit rate near 4.7%.

SMILES | MITF TRPM1 HTS | NSD2 inh | SUMO Mot1 rescue | SR-BI DiI-HDL act | PKA-R2B activ | SR-BI HDL uptake | CDK5 p35 inh | PKA-R1A act | dFosB activator | Arrestin-AP2 inh | Pemphigus Ab inh
Cc1ccc(NC(=O)CSCC(=O)Nc2sccc2C#N)cc1 | -2 | -1 | -2 | 1 | -3 | -1 | 1.6 | 3 | 10 | -11 | 101
Cc1c(C)n(C(=O)CN2CCC(C)CC2)c2ccccc12 | -5 | 38 | 0 | -2 | -5 | 2 | 1.4 | -8 | 7 | 22 | 111
COc1cc(C(=O)Nc2ccc(C(=O)c3cccs3)cc2)cc(OC)c1OC | nt | -1 | -8 | -59 | -1 | 59 | 0.3 | 0 | -9 | 6 | 111
CCCOC(=O)C1[C@H]2C(=O)N(Cc3ccco3)C[C@]23C=C[C@H]1O3 (some centres not stated) | nt | 1 | -3 | 29 | 11 | -29 | 2.6 | 11 | -4 | 24 | 106
COc1cccc(NC2=CC(=O)CC(C)(C)C2)c1 | -1 | 0 | 114 | 14 | -11 | -14 | -0.1 | -11 | -4 | 14 | 100
COc1ccc(CNC(=O)COC(=O)CN2C(=O)C(C)Oc3ccc(C)cc32)cc1 (configuration not stated) | 0 | -4 | -9 | nt | 11 | nt | -0.8 | -2 | 1 | 22 | 111
O=C(OC1CCOC1=O)c1ccc(NS(=O)(=O)c2cccs2)cc1 (configuration not stated) | -8 | 0 | -14 | nt | 2 | nt | 0.1 | -16 | -5 | 10 | 112
Cc1ccc(OCC(=O)NC(=S)Nc2ccc3c4c(cccc24)CC3)cc1 | -7 | 0 | 5 | 6 | -2 | -6 | -0.2 | 0 | -7 | 3 | 97
O=C(CSc1nc2c(c(=O)n1-c1ccccc1)SCC2)NCC1CCCO1 (configuration not stated) | 7 | -5 | 323 | nt | -4 | nt | 1.6 | -4 | -6 | 4 | 102
COc1nc(NCCc2ccc(OC)c(OC)c2)nc(Nc2ccccc2)n1 | nt | 10 | 2 | -38 | 2 | 38 | -0.5 | -7 | 2 | 4 | 113
CC(C)c1ccc(NC2CCCN(C(=O)CCN3CCCCO3)C2)cc1 (configuration not stated) | 1 | 6 | 272 | 15 | -4 | -15 | 0.9 | -8 | -7 | 0 | 105
CC(=O)N1CCN(c2cc(N3CCc4ccccc4C3)c(F)cc2[N+](=O)[O-])CC1 | 2 | 3 | 6 | -56 | 5 | 56 | 0.3 | -5 | -9 | 26 | 123

Reprinted from the part before: 2 compounds, then new ones.
SMILES | MITF TRPM1 HTS | NSD2 inh | SUMO Mot1 rescue | SR-BI DiI-HDL act | PKA-R2B activ | SR-BI HDL uptake | CDK5 p35 inh | PKA-R1A act | dFosB activator | Arrestin-AP2 inh | Pemphigus Ab inh
CC(C)c1ccc(NC2CCCN(C(=O)CCN3CCCCO3)C2)cc1 (configuration not stated) | 1 | 6 | 272 | 15 | -4 | -15 | 0.9 | -8 | -7 | 0 | 105
CC(=O)N1CCN(c2cc(N3CCc4ccccc4C3)c(F)cc2[N+](=O)[O-])CC1 | 2 | 3 | 6 | -56 | 5 | 56 | 0.3 | -5 | -9 | 26 | 123
CCC(C)(C)C1CCc2[nH]nc(C(=O)NC3CCCCC3)c2C1 (configuration not stated) | 34 | nt | 7 | -51 | -2 | 51 | 0.6 | -8 | -5 | 1 | 94
COc1ccc(NC(=O)c2ccc3c(c2)OCO3)cc1S(=O)(=O)N1CCOCC1 | -2 | -2 | 2 | -34 | 2 | 34 | -3.2 | 3 | -14 | -5 | nt
COc1cc2nc(CN3CCN(S(=O)(=O)c4ccccc4C(F)(F)F)CC3)[nH]c(=O)c2cc1OC | -16 | -1 | -5 | 3 | -3 | -3 | -0.2 | -11 | 0 | 20 | 100
Cc1nn(-c2ccccc2)c(C)c1NC(=O)COC(=O)c1ccc(Cl)c(S(N)(=O)=O)c1 | 21 | -1 | 3 | -20 | -5 | 20 | 1.3 | -11 | -4 | -8 | 96
Nc1ccc2oc(-c3ccccc3Cl)cc(=O)c2c1O | 29 | nt | -9 | 11 | -3 | -11 | 0.1 | -6 | -10 | 7 | 96
CCOC(=O)c1sc(C)c2c1NC(c1ccc(N(C)C)cc1)NC2=O (configuration not stated) | 2 | 2 | 1 | -8 | -5 | 8 | 0.4 | -3 | -2 | -5 | nt
O=C(Cn1cc([N+](=O)[O-])nc1[N+](=O)[O-])N1CCN(c2ccccc2)CC1 | -55 | 1 | -9 | 29 | -3 | -29 | 0.2 | 0 | 5 | -1 | 109
N#Cc1ccc(/C=N/NC(=O)c2cc(-c3cccs3)nc3ccccc23)cc1 | -8 | 0 | 26 | -51 | -17 | 51 | -7.1 | -4 | -7 | -8 | 99
CCOc1ccc(CNC(=O)CCSCc2ccccc2F)cc1OC | 4 | -1 | 10 | 5 | -6 | -5 | -0.1 | 3 | -1 | -5 | 85
COc1cc(/C=N/Nc2nc3ccccc3[nH]2)cc(Br)c1OCC(=O)N(C)C | 9 | -4 | 14 | -9 | 1 | 9 | 4.6 | 7 | 0 | 6 | 99
CCOc1ccccc1NC1c2ccccc2C(=O)N1Cc1ccco1 (configuration not stated) | nt | nt | -1 | 3 | 9 | -3 | 0.0 | 0 | -10 | 2 | 100
CCCCn1ccnc1C(=O)c1cccc(S(=O)(=O)N2c3ccccc3CC2C)c1 (configuration not stated) | -7 | -1 | -1 | -4 | 14 | 4 | 0.8 | -5 | -11 | 0 | 102

Part of the list above, reduced to dFosB activator:
Molecule	dFosB activator
O=C(Cn1cc([N+](=O)[O-])nc1[N+](=O)[O-])N1CCN(c2ccccc2)CC1	5
Cc1nn(-c2ccccc2)c(C)c1NC(=O)COC(=O)c1ccc(Cl)c(S(N)(=O)=O)c1	-4
N#Cc1ccc(/C=N/NC(=O)c2cc(-c3cccs3)nc3ccccc23)cc1	-7
Nc1ccc2oc(-c3ccccc3Cl)cc(=O)c2c1O	-10
CCOC(=O)c1sc(C)c2c1NC(c1ccc(N(C)C)cc1)NC2=O (configuration not stated)	-2
COc1cc(/C=N/Nc2nc3ccccc3[nH]2)cc(Br)c1OCC(=O)N(C)C	0

New compounds follow
SMILES | MITF TRPM1 HTS | NSD2 inh | SUMO Mot1 rescue | SR-BI DiI-HDL act | PKA-R2B activ | SR-BI HDL uptake | CDK5 p35 inh | PKA-R1A act | dFosB activator | Arrestin-AP2 inh | Pemphigus Ab inh
CCOC(=O)c1[nH]c2ccc(OCC)cc2c1NC(=O)CN1CCN(c2ccccc2)CC1 | nt | -2 | -7 | -35 | 3 | 35 | -0.4 | 2 | -7 | -43 | 108
CC(C)=CCC[C@](C)(O[C@@H]1O[C@H](CO[C@@H]2OC[C@H](O[C@@H]3OC[C@@H](O)[C@H](O)[C@H]3O)[C@H](O)[C@H]2O)[C@@H](O)[C@H](O)[C@H]1O)C1CC[C@]2(C)C1[C@H](O)CC1[C@@]3(C)CC[C@H](O)C(C)(C)C3[C@@H](O)C[C@]12C (some centres not stated) | -5 | nt | 11 | 2 | -5 | -2 | 0.4 | 2 | -10 | -6 | 99
CC(C)(O)[C@H]1Cc2cc3ccc(=O)oc3cc2O1 | 98* | 32 | 8 | 3 | -3 | -3 | -0.7 | -2 | 1 | -4 | 93
COc1ccc(NC(=O)C2CCCO2)cc1Cl (configuration not stated) | 31 | -1 | -9 | -9 | 5 | 9 | -0.6 | -13 | 0 | 24 | 100
CC1CCC(NC(=O)C(Cc2ccccc2)n2cccc2)CC1 (configuration not stated) | -4 | nt | -2 | nt | -8 | nt | -0.7 | -14 | -12 | 35 | 102
O=C(CCc1ccc(S(=O)(=O)NC2CCCCC2)cc1)NCc1ccccn1 | -15 | 2 | -1 | -3 | 7 | 3 | 1.2 | 7 | -6 | 6 | 104
COc1ccc(N2C(=NC(=O)C3CC3)SC3CS(=O)(=O)CC32)cc1Cl (configuration not stated) | 7 | -1 | 9 | 12 | -9 | -12 | -1.1 | -2 | 7 | -8 | 124
CCC(=O)N1N=C(c2c(O)n(C)c(=O)n(C)c2=O)CC1c1ccccc1 (configuration not stated) | -22 | -2 | -11 | -4 | 0 | 4 | 1.1 | -6 | -3 | -17 | 106
Cc1ccccc1NC(=O)C(NS(=O)(=O)c1ccc2c(c1)c(=O)n(C)c(=O)n2C)c1ccccc1 (configuration not stated) | nt | nt | 7 | -8 | 7 | 8 | -0.9 | 8 | -13 | -6 | 108
COc1ccc(CNC(=O)NCCc2c[nH]c3ccccc23)cc1 | -4 | 1 | -17 | 22 | -5 | -22 | 1.5 | 1 | 0 | 1 | 96
O=C(NC(NC(=S)Nc1c(Cl)cccc1Cl)C(Cl)(Cl)Cl)OCc1ccccc1 (configuration not stated) | -6 | 2 | 96 | -19 | -3 | 19 | -0.8 | 6 | 16* | 4 | 101
COc1ccc(-c2sc3cc4c(cc3c2C#Cc2ccc(N)cc2)OCO4)cc1 | 32 | nt | 17 | -93 | 3 | 93* | -0.7 | 6 | -6 | 20 | 99
O=C1NC[C@H](c2ccccc2)N(CCc2cc(C(F)(F)F)cc(C(F)(F)F)c2)C1=O | -1 | nt | -1 | -11 | 1 | 11 | -2.0 | -4 | -20 | nt | 105
COc1ccc(OC)c(NC(=O)CCCCCn2nnc3ccccc3c2=O)c1 | -3 | -1 | 9 | -38 | -10 | 38 | 0.4 | 0 | 8 | 28 | 107
CCN1C(=O)[C@H]2[C@H]3CN=C(SCc4ccc(C#N)cc4)N3[C@@](C)(C(=O)OC)[C@H]2C1=O | -7 | nt | nt | 26 | -3 | -26 | 0.1 | -6 | -4 | -6 | 98
Fc1ccc(CNC(=S)Nc2ccccc2Cl)cc1 | -9 | -3 | -13 | -8 | 8 | 8 | 0.9 | 4 | -2 | 3 | 108
